HePTP inhibitor: blocks human HePTP tyrosine phosphatase. inhibition, % at 20 µM. 110,000 compounds, 0.64% hits. P35236. AID 521. recombinant HePTP phosphatase activity, OD absorbance; in the data active = inhibition above about 50%;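 note: plate controls were vehicle for no effect and reference inhibitor for full effect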
BAP1 inh: inhibitors of human BAP1 deubiquitinase. Q92560. recombinant BAP1, Ub-AMC hydrolysis fluorescence kinetic; hits give low values. activity remaining (% of control), % at 20 µM. 72,000 compounds, 0.48% hits;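 active = activity remaining at or below 50% of control, provided the compound also passes the data quality filters; inactive = the rest, including low values that fail the filters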;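 note: 100% = DMSO wells rate and 0% = substrate alone blank rate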
Target sequence (Q92560 whole entry, looked up): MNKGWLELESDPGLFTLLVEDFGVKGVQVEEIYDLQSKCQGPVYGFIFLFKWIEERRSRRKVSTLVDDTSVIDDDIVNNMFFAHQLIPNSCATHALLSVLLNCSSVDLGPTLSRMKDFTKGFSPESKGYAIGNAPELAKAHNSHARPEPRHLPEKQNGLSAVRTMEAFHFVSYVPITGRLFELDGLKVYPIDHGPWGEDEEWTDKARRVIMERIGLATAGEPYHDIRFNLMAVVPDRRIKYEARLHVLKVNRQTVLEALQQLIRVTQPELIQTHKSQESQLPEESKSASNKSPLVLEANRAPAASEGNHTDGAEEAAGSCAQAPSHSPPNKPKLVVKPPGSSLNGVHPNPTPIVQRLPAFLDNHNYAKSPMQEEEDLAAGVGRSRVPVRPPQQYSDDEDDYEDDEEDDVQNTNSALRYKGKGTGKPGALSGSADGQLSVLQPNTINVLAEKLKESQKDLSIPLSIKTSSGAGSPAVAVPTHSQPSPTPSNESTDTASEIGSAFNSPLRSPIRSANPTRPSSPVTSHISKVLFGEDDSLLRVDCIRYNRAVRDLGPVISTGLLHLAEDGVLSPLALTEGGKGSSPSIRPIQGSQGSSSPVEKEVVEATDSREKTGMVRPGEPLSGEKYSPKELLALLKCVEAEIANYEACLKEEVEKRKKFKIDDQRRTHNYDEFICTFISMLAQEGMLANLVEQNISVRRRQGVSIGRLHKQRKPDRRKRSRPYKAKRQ
* marks the source's active call; other numbers are inactive results; . = not tested or not shown. Random draw from the library. Share with any hit: about 0.79%.

SMILES | HePTP inhibitor | BAP1 inh
O=C(COc1ccc(Cl)cc1Cl)Nc1ccc(S(=O)(=O)Nc2ncccn2)cc1 | 7 | .
O=C(CNC(=O)c1ccc(F)cc1)N=Nc1c(O)n(Cc2ccc3c(c2)OCO3)c2ccccc12 | 0 | .
O=C(NCCN1CCN(c2ccccc2F)CC1)C1CC(=O)N(C2CCCC2)C1 (stereo unspecified) | -9 | 103
O=C(NCc1cccnc1)c1c(Cl)cccc1Cl | 3 | .
CCC(C)(C)n1nnnc1C(c1ccc(OC)c(OC)c1)N1CCN(c2ccccc2)CC1 (stereo unspecified) | 9 | 98
O=C(Nc1cccc(Cl)c1)OCc1ccccn1 | 10 | 102
CCOC(=O)C1CCN(c2c(NCCCN(CC)c3ccccc3)c(=O)c2=O)CC1 | 1 | 117
CCOC(=O)CSc1nnc([C@@H](NC(=O)OC(C)(C)C)C(C)C)o1 | -1 | 99
Cc1nc2ccccc2n1S(=O)(=O)c1ccc(F)cc1 | -9 | .
CCOC(=O)N1CCN(C(=O)c2ccc3c(c2)ncn3C2CCCC2)CC1 | 2 | 88
O=c1[nH]c(SCc2ccccc2)nc2sc3c(c12)CCc1ccccc1-3 | -6 | .
COC(=O)COc1ccc(S(=O)(=O)N2CCN(c3ccccc3F)CC2)cc1C | 4 | 116
O=[N+]([O-])c1ccc(NN=C2CCCCC2)c([N+](=O)[O-])c1 | -18 | .
O=C(NCc1ccco1)c1cc(-c2ccccc2)nc2ccccc12 | -8 | .
O=C1NN(c2ccccc2)C(=O)/C1=C/c1ccc(Br)o1 | 102* | .
CCOC(=O)C1=C(C)N=c2s/c(=C\c3ccc([N+](=O)[O-])o3)c(=O)n2C1c1ccc(OC)cc1 (stereo unspecified) | 52* | .
Cc1ccccc1NC(=O)c1cnn(-c2ccccc2)c1NC(=O)c1ccco1 | 7 | 102
COc1ccc(/C(N)=N/OC(=O)c2ccc(C)cc2)cc1 | 6 | .
Cc1cc(C)nc(SCC(=O)Nc2ncc3c(n2)CCCC3=O)n1 | 4 | 89
C=CCOc1ccc(/C(CC)=N/O)c(OC)c1 | 1 | 96
O=C(NO)c1ccccc1O | 6 | 68
Cc1ccccc1C1C(C=O)=C(c2cccs2)Oc2ccccc21 (stereo unspecified) | 2 | .
CCn1c(SCC(=O)OCc2ccccc2)nc2c1c(=O)n(C)c(=O)n2C | -1 | 99
CC1CN(S(=O)(=O)c2ccc3c(c2)C(=NO)c2cc(S(=O)(=O)N4CC(C)OC(C)C4)ccc2-3)CC(C)O1 (stereo unspecified) | -1 | .
O=C(c1ccc(S(=O)(=O)N2CCOCC2)cc1)N1CCN=C1SCc1cccnc1 | 8 | 102
SMILES | HePTP inhibitor | BAP1 inh
COc1ccccc1CNC(=O)CCS(=O)(=O)c1cccs1 | 9 | .
CCOC(=O)/C(C(C)=O)=C(\C=C\N(C)C)N(C)C | -17 | .
Cc1ccc(C(=O)N2CCN(c3ccc(NC(=O)c4cccnc4)cc3)CC2)cc1 | 8 | 63
Cc1c(O)c(CN2CCCC2)cc2c1oc(=O)c1ccccc12 | 12 | 144
COc1cc(/C=N/NC(=O)CNC(=O)C(c2ccccc2)c2ccccc2)ccc1O | -30 | .
COC(=O)c1ccc(/C=N/NC(=O)CCc2c(C)n[nH]c2C)cc1 | 7 | .
CCN(CC)CCSc1nc(O)c(-c2ccccc2)c(=O)n1-c1ccccc1 | 9 | .
CC(=O)c1ccc(N/C(=N/S(=O)(=O)c2ccccc2)c2ccccc2)cc1 | -9 | .
COc1ccccc1N(CC(=O)N(C)Cc1ccccc1)S(=O)(=O)c1ccccc1 | -16 | .
CC(=O)c1ccc(NC(=S)NC(=O)/C=C/c2ccccc2)cc1 | 10 | .
O=C(Nc1nccs1)c1cnccn1 | 6 | 97
CC(C)COC(=O)c1ccc(NC(=O)COc2ccc(Cl)cc2Cl)cc1 | 0 | .
Cn1c(=O)c(-c2ccccc2)nn2c3ccccc3nc12 | 14 | .
COc1ccc(C(=O)Nc2cccc(NC(=O)c3ccccc3Br)c2)cc1[N+](=O)[O-] | 7 | .
Cc1cc(NCCCN)nc(-c2ccccc2O)n1 | 4 | 100
CC(C)(C)OC(=O)N1Cc2ccccc2C[C@H]1C(=O)O | -5 | 105
COc1cccc(C(=O)Nc2c3c(nn2-c2ccccc2C)CS(=O)C3)c1OC (stereo unspecified) | 3 | 101
CN[C@H](CC(C)C)C(=O)N[C@H]1C(=O)N[C@@H](CC(N)=O)C(=O)N[C@H]2C(=O)N[C@H]3C(=O)N[C@H](C(=O)N[C@H](C(=O)O)c4cc(O)cc(O)c4-c4cc3ccc4O)[C@H](O)c3ccc(c(Cl)c3)Oc3cc2cc(c3O[C@@H]2O[C@H](CO)[C@@H](O)[C@H](O)[C@H]2O[C@H]2C[C@](C)(N)[C@H](O)[C@H](C)O2)Oc2ccc(cc2Cl)[C@H]1O | . | 98
COC(=O)CC1C(=O)NCCN1C(=O)NC1CCCCC1 (stereo unspecified) | 5 | 92
NC1=NC(=O)CC(C(=O)NCCc2ccccc2)S1 (stereo unspecified) | -3 | 90
O=C(CCN1C(=O)c2ccccc2C1=O)NCC1CCCO1 (stereo unspecified) | -8 | .
O=C(Nc1nnc(-c2ccc(Br)cc2)s1)c1ccc(Cl)cc1 | . | 67
Cc1ccc(S(=O)(=O)O/N=C2\CCCc3nonc32)cc1 | 7 | .
O=C(NCc1cccnc1)c1cnn2c(C(F)(F)F)cc(-c3cccs3)nc12 | -2 | .
COc1ccc2oc(=O)c(-c3csc(C)n3)cc2c1 | . | 163
SMILES | HePTP inhibitor | BAP1 inh
Nc1nnc(SCC(=O)Nc2nc(-c3ccccc3)cs2)s1 | -6 | .
C/C(Nc1ccc(C)cc1)=C(/C#N)C(N)=O | 3 | .
c1ccc(-c2cnc(-c3ccc(-c4ncc(-c5ccccc5)o4)cc3)o2)cc1 | . | 101
CC1CCCCN1C(=O)CSc1nc2ccsc2c(=O)n1Cc1ccccn1 (stereo unspecified) | 5 | 95
CCCc1cc2c(cc1NS(=O)(=O)c1ccc(CCNC(C)=O)cc1)OCO2 | 5 | 99
Cc1cc(O)c2c(-c3ccccc3)cc(=O)oc2c1 | 9 | 80
Cc1ccc(N(C(=O)Nc2ccccc2)C2C=CS(=O)(=O)C2)cc1C (stereo unspecified) | 7 | .
O=C(CN1CCC(NC(=O)c2ccc(F)cc2)CC1)NCc1ccccc1F | -5 | 103
CCOC(=O)C1=C(C)N(C)C(=O)NC1c1ccc(Cl)c(Cl)c1 (stereo unspecified) | 2 | .
Cc1cc(C)c(C(=O)CC2(O)C(=O)Nc3ccccc32)cc1C (stereo unspecified) | 4 | 87
O=C(/C=C/c1cccc([N+](=O)[O-])c1)Nc1cccc(-c2nc3cc(Cl)ccc3o2)c1 | -1 | .
c1coc(CN2CCN(Cc3ccc4c(c3)OCO4)CC2)c1 | 0 | .
CC(NC(=O)c1ccc(Cl)cc1)C(=O)NC1=NCCS1 (stereo unspecified) | 9 | 103
O=C(COc1ccc(Cl)cc1Br)N/N=C/c1cc(Cl)cc([N+](=O)[O-])c1O | 5 | .
CCN(CC)C(=O)N1CCC(NC(=O)c2ccc(C(C)(C)C)cc2)CC1 | 8 | 67
CCn1c(SCC(=O)Nc2cc(C)on2)nc2sc3c(c2c1=O)CCCC3 | 10 | .
CCOC(=O)c1c(C)oc2c1c(C(c1ccncc1)N1CCOCC1)c(O)c1ccccc12 (stereo unspecified) | . | 93
Cn1cc(Br)c(C(=O)NC2CCCCC2)n1 | 15 | 98
O=C(Nc1c(C(=O)NCc2ccccc2)cnn1-c1ccccc1)c1cccc(F)c1 | 9 | .
Cc1ccc(-n2[nH]c(C)c(C=Nc3ccc(S(=O)(=O)Nc4nccs4)cc3)c2=O)cc1C | -14 | .
COc1ccc(C2CC(=O)C3=C(C2)Nc2ccccc2NC3c2ccc(C)cc2)cc1 (stereo unspecified) | -2 | 83
CCc1ccccc1NC(=O)CN(c1ccc(C)cc1)S(=O)(=O)c1ccc(SC)cc1 | -7 | .
O=c1[nH]c(SCc2cc(=O)n3ccccc3n2)nc2c1CCC2 | -5 | 94
O=C(NC(=S)Nc1ccc(NC(=O)c2ccco2)c(Cl)c1)c1ccco1 | -2 | .
NC1=NC(=O)C(CC(=O)Nc2ccc(Cl)cc2)S1 (stereo unspecified) | 7 | .
SMILES | HePTP inhibitor | BAP1 inh
CCOC(=O)c1cnn2c(C(F)F)cc(C3CC3)nc12 | 4 | 68
CCOc1ccccc1OCC(=O)O | 2 | 114
CCCCOC(=O)CSc1nnc(-c2ccc(Cl)cc2Cl)o1 | 2 | 90
CCOC(=O)NC(Nc1sc2c(c1C(N)=O)CCCC2)(C(=O)OCC)C(F)(F)F (stereo unspecified) | -5 | 127
O=C(NCc1ccc(F)cc1)C1CC(=O)N(CCc2ccccc2)C1 (stereo unspecified) | 3 | 92
O=C1NC(=Nc2ccccc2)S/C1=C/c1cccc(C(F)(F)F)c1 | -2 | .
CCOC(=O)CC(=O)CSc1nc2ccc(C)cc2cc1C#N | 1 | .
CCOC(=O)c1ccc(NC(=O)CN(c2cccc(C(F)(F)F)c2)S(C)(=O)=O)cc1 | 7 | .
O=C1CCC2CCCCC2(O)O1 (stereo unspecified) | 5 | 108
COCCCn1c(SCC(=O)Nc2cccc(C)n2)nnc1-c1ccco1 | 13 | 102
CSc1nsc(SC)c1C(=O)NCCNS(=O)(=O)c1ccc(C)cc1 | . | 95
Cn1c2c(c(=O)n(C)c1=O)CN(Cc1ccc3c(c1)OCO3)CN2 | 4 | 102
CCN(CC)S(=O)(=O)c1ccc2[nH]cc(C(=O)NCCc3ccccc3)c(=O)c2c1 | 1 | .
COC(=O)C1=NN(C(=O)c2ccc(C)cc2)C(O)(c2ccc(Cl)cc2)C1 (stereo unspecified) | 8 | .
CCc1sc(C(=O)NCc2cc(C)n(C)n2)cc1Br | 10 | .
CCC(=O)Nc1ccc(-c2nc3ccccc3s2)cc1 | -3 | .
CC(C)(C)c1ccc(C(=O)NCCSc2nc3ccccc3s2)cc1 | -8 | .
O=C1/C(=C/c2ccccc2[N+](=O)[O-])SC(=S)N1c1cccc(Br)c1 | 7 | .
COc1ccc(C(=O)N=Nc2c(O)[nH]c3c(C)cc([N+](=O)[O-])cc23)cc1 | 8 | .
COc1ccccc1N1C(=O)CC(N2CCN(c3ccccn3)CC2)C1=O (stereo unspecified) | 5 | .
COc1ccc(-c2cc(C(F)(F)F)nc(SCCC(=O)Nc3cc(C)on3)n2)cc1 | . | 207
N#CCCn1ncn(-c2ccccc2)c1=S | 2 | 104
CCOc1cc(/C=C2\SC(=S)N(Nc3ccccc3)C2=O)ccc1O | 12 | .
O=C1CCC(=O)N1CN(C(=O)c1ccco1)c1ccc(Cl)c(Cl)c1 | 10 | 118
Cc1cc(OCC(=O)Nc2ccc(-c3nc4ncccc4o3)cc2)ccc1Cl | 63* | .

3 compounds out of the list, sorted by SMILES length, largest number first.
SMILES | HePTP inhibitor | BAP1 inh
Cn1c2c(c(=O)n(C)c1=O)CN(Cc1ccc3c(c1)OCO3)CN2 | 4 | 102
CCOc1cc(/C=C2\SC(=S)N(Nc3ccccc3)C2=O)ccc1O | 12 | .
O=C(NCc1ccc(F)cc1)C1CC(=O)N(CCc2ccccc2)C1 (stereo unspecified) | 3 | 92

Additional results:
SMILES | HePTP inhibitor | BAP1 inh
Cc1cc(C)nc(SCC(=O)c2c[nH]c3ccccc23)n1 | . | 160
COC(=O)c1c(NC(=O)c2cc3ccccc3o2)sc2c1CCC(C)C2 (stereo unspecified) | 9 | .
CCCOc1ccc(N2C(=O)CC(Nc3ccc(Cl)cc3)C2=O)cc1 (stereo unspecified) | 3 | .
COC(=O)c1sc(NC(=O)c2cc3c(s2)CCCC3)nc1C | 10 | 106
Cc1c(C(=O)Oc2ccc(Cl)cc2)cccc1[N+](=O)[O-] | 6 | .
COc1ccc2c(c1OC)C(=O)OC2Nc1cc(C)ccn1 (stereo unspecified) | -12 | .
CC1=NN(c2ccccc2)C(c2ccc(O)cc2)C1 (stereo unspecified) | 7 | .

In the list so far, 4 contain a tert-butyl group:
SMILES | HePTP inhibitor | BAP1 inh
CCOC(=O)CSc1nnc([C@@H](NC(=O)OC(C)(C)C)C(C)C)o1 | -1 | 99
CC(C)(C)OC(=O)N1Cc2ccccc2C[C@H]1C(=O)O | -5 | 105
CCN(CC)C(=O)N1CCC(NC(=O)c2ccc(C(C)(C)C)cc2)CC1 | 8 | 67
CC(C)(C)c1ccc(C(=O)NCCSc2nc3ccccc3s2)cc1 | -8 | .

Some of the entries so far, with values under each structure.
The line under a structure holds: HePTP inhibitor	BAP1 inh
Cc1ccc(N(C(=O)Nc2ccccc2)C2C=CS(=O)(=O)C2)cc1C (stereo unspecified)
 : 7	.
O=C(CN1CCC(NC(=O)c2ccc(F)cc2)CC1)NCc1ccccc1F
 : -5	103
CCOC(=O)C1=C(C)N(C)C(=O)NC1c1ccc(Cl)c(Cl)c1 (stereo unspecified)
 : 2	.
Cc1cc(C)c(C(=O)CC2(O)C(=O)Nc3ccccc32)cc1C (stereo unspecified)
 : 4	87

Source: PubChem BioAssay
